# Screening results deposited in PubChem BioAssay by National Center for Advancing Translational Sciences (NCATS).
# Nrf2 block – Nrf2 qHTS screen for inhibitors | AID 504444, 2011 | A549 ARE-Fluc reporter, luciferase luminescence, 18-24 h | 360,000 compounds, 2.1% hits | Potency, µM (titrated, usually from 46 µM), inactives show top-dose activity change, negative = inhibition, usual class: inhibitors; also: potency is read from the fitted curve at half-maximal effect; % is scaled to controls: 0 for no effect and ±100 for the full control effect; nearly all actives have a fitted effect of over 60% in size
#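 A549 ARE_Fluc cells, 5000/well, 5% FBS OPTI-MEM; compounds in dose-response, 18-24 h at 37 °C/5% CO2; CellTiter-Fluor viability read (Ex 405/Em 525), then BugLite luciferase luminescence = Nrf2 activity.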
# Nrf2 ARE act – qHTS of Nrf2 Activators. AREc32 ARE-luciferase reporter (MCF7-derived line), luminescence, 24 h. Potency, µM (series often up to 46.1 µM), for the others: at the highest dose activation, hits mostly activators. 410,000 compounds, 0.31% hits. AID 624171, 2012; also: potency is read from the fitted curve at half-maximal effect; % of control where 0% means no effect; nearly all actives have a fitted effect of over 65% in size
#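 Luciferase luminescence (Steady-Glo, 30 min at room temperature) served as the read-out of ARE activation in AREc32 cells treated with compounds for 24 hr at 37 deg C.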
# HepG2 viability – qHTS for Inhibitors of TGF-b: Cytotox Counterscreen | HepG2 CAGA-GFP viability, ATP luminescence, 18 h | Potency, µM (top dose mostly 46.1 µM), inactives show at the top dose activity change, negative = cytotoxicity, most hits filed as cytotoxic | 410,000 compounds, 0.76% hits | AID 588856, 2011; also: potency is read from the fitted curve at half-maximal effect; some results filed as inactive show a strong effect at the top dose
#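 CellTiter-Glo luminescence gave cytotoxicity after 18 hours at 37 degrees C. The cells were HepG2 CAGA-GFP in 1% FBS DMEM, stimulated with 500 pg/mL TGF-beta after compound addition. %Activity was normalised to no-cell wells (complete cell-killing) and DMSO (no toxicity), and curves were fitted and classified.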
# TGFb SMAD3 inh – qHTS for Inhibitors of TGF-b | HepG2 CAGA-GFP TGF-b/SMAD3 reporter, GFP fluorescence, 18 h; TGF-beta stimulated, 500 pg/mL final | Potency, µM (top dose mostly 46.1 µM), without a hit: at the top dose activity, negative = inhibition, actives largely listed as inhibitors | 410,000 compounds, 1.2% hits | AID 588855, 2011; also: potency is read from the fitted curve at half-maximal effect; % is scaled to controls: 0 for no effect and ±100 for the full control effect; nearly all actives have a fitted effect of over 65% in size
#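 TGF-beta reporter screen: HEPG2 CAGA-GFP, 1% FBS, 500 pg/mL TGF-beta final, 18 h; per-cell GFP summed per well; curves fitted and categorized by class.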
# ATXN viability – Viability Counterscreen for Primary qHTS for Inhibitors of ATXN expression; S2 cells (HEK-293 line with an ATXN2-luciferase reporter) viability, CellTiter-Fluor protease fluorescence, 24 h; Potency, µM (top dose mostly 56.7 µM), usual class: cytotoxic; 400,000 compounds, 0.49% hits; also: potency is read from the fitted curve at half-maximal effect; nearly all actives have a fitted effect of over 40% in size
# ATXN2 expr inh – Primary qHTS for Inhibitors of ATXN expression. 360,000 compounds, 0.72% hits. Potency, µM (doses to about 57 µM), inactives show top-dose activity change, negative = inhibition, most hits filed as inhibitors. AID 1745845, 2022. HEK-293 ATXN2-luciferase reporter, luminescence, 24 h; also: potency is read from the fitted curve at half-maximal effect; % is scaled to controls: 0 for no effect and ±100 for the full control effect; nearly all actives have a fitted effect of over 55% in size
#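 qHTS (up to 57 uM final) was run with 24 h compound exposure of reporter cells at 37 °C. Each well was multiplexed: SteadyGlo luminescence measured ATXN2-luciferase expression after a fluorogenic Gly-Phe-AFC viability readout (25 uM final).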
# A549 viability – Nrf2 qHTS screen for inhibitors: counterscreen for cytotoxicity; A549 ARE-Fluc cells, CellTiter-Fluor viability, 18-24 h; Potency, µM (highest dose often 46 µM), for inactives: at the highest dose activity change, negative = cytotoxicity, actives largely listed as inhibitors; 390,000 compounds, 0.16% hits; AID 504648, 2011; also: potency is read from the fitted curve at half-maximal effect; % is scaled to controls: 0 for no effect and ±100 for the full control effect
#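 A549 ARE_Fluc cells in 5% FBS OPTI-MEM were exposed to compounds in concentration-response for 18-24 h at 37 deg C. Viability was read by CellTiter-Fluor fluorescence (Ex 405/Em 525) after 30 min, before the luciferase read.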
# IL2 activator – qHTS of IL-2 Activators; IL-2 activation reporter assay, cell-based qHTS; stimulated with anti-CD3/CD4/CD28 beads; in transgenic mouse T cells; AID 652025, 2013; activation, % (series mostly up to about 46 µM); 360,000 compounds, 0.065% hits; in the data active = activation above about 50%; inconclusive = mostly about 30% to 49%; also: 0% is about no effect
#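 First, unstimulated transgenic mouse T cells were exposed to compound for 60 min. Next, anti-CD3/anti-CD4-coated beads with anti-CD28 were added. Finally, after 18 h at 37 degrees C, EGFP and DsRed were imaged.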
# EPAC2 ag – qHTS for Agonist of cAMP-regulated guanine nucleotide exchange factor 4 (EPAC2): primary screen | EPAC2 activation, biochemical qHTS; response scale: 100% = 6.5 mM cAMP response | Potency, µM (top dose mostly 154 µM), for the others: top-dose activation, most hits filed as activators | 360,000 compounds, 0.079% hits | AID 720711, 2013; also: potency is read from the fitted curve at half-maximal effect; nearly all actives have a fitted effect of over 50% in size
# Target sequence (Q8WZA2 whole entry, looked up): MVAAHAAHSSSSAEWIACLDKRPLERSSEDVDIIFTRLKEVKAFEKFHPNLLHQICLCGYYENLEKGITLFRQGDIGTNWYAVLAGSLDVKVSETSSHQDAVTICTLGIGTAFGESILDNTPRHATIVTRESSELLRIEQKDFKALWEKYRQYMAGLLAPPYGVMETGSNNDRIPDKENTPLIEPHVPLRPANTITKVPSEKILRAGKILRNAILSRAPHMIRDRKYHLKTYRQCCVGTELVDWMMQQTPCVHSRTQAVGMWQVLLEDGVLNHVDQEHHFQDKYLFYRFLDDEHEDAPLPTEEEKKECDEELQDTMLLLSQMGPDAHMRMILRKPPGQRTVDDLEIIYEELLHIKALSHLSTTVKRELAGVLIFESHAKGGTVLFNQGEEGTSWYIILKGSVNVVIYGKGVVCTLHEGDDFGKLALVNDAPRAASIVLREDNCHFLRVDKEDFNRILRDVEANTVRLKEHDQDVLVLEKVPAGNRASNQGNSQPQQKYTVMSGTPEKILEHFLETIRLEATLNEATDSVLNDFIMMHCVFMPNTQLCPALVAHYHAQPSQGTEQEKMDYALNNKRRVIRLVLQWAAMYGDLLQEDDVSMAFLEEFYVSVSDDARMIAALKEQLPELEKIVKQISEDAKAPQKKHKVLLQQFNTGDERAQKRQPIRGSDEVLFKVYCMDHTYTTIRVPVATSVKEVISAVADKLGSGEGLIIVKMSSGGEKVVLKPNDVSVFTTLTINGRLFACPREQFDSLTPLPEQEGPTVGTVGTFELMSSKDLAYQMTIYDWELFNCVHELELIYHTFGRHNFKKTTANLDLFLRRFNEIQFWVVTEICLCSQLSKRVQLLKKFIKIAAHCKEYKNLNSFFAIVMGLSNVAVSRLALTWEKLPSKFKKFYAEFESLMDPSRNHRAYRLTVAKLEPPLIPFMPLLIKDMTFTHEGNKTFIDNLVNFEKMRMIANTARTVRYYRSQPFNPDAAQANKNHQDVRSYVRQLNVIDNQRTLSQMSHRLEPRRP
#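 qHTS, titration series. 100 nM EPAC2 / 250 nM Rap1B-BODIPY-GDP / 50 uM GDP; RT; ex 480/em 540 nm, 5-min reads to 30 min. Norm. to 6.5 mM cAMP = activation.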
# * = called active by the depositor; i = inactive; ? = inconclusive; . = not tested or not shown; [ ] = remark or other dose. Unless noted, calls follow the shape of the dose curve; as a rule, active = well fitted curve in the direction sought with a large enough effect; inconclusive = small, poorly fitted or top-dose-only effect, or another doubt; inactive = no such curve, though single readings can be large; an effect the other way counts as inactive or inconclusive.
Structure,Nrf2 block,Nrf2 ARE act,HepG2 viability,TGFb SMAD3 inh,ATXN viability,ATXN2 expr inh,A549 viability,IL2 activator,EPAC2 ag
CN1CCc2c(sc(/N=C/c3c[nH]c4ccccc34)c2C(N)=O)C1,-10.8%,3.2%,-32.5%,21.1%,i,-6.4%,-5.4%,-0.3,9.4%
CC(=O)c1ccccc1NC(=O)COC(=O)CSCC(=O)Nc1cc(C)on1,11.4%,1.5%,-7.4%,-7.5%,i,-0.1%,5.7%,0.5,4.3%
OCCC1CN(Cc2nc3ccccc3s2)CCN1C1CCCCC1 (stereo not drawn),-1.0%,0.1%,-13.3%,7.1%,i,.,6.8%,-1.2,5.6%
CCOc1ccc(NC(=S)N2CCC(NC(=O)c3ccccc3C)CC2)cc1,-0.3%,6.1%,-10.8%,7.7%,i,1.8%,-1.1%,1.7,2.8%
CCc1ccc(CNC(=O)CN2C(=O)c3cccnc3Oc3ccc(Cl)cc32)cc1,-15.4%,3.9%,-24.1%,0.0%,.,.,2.1%,.,.
CC(=O)Nc1nc(=S)n(-c2ccccc2)[nH]1,3.3%,-0.3%,-14.6%,19.2%,i,2.5%,.,0.4,3.4%
OC(CNCC1COc2ccccc2O1)COc1ccccc1F (stereo not drawn),8.8%,2.7%,-8.8%,0.4%,i,-9.1%,0.4%,0.1,7.2%
CCOc1ccccc1NC(=O)c1c(NCc2ccc(C)o2)sc2c1CCC(C)C2 (stereo not drawn),.,7.7%,-13.1%,0.2%,i,2.0%,5.2%,.,.
Cc1ccc(NC2CCCN(C(=O)c3ccc4[nH]ccc4c3)C2)cc1C (stereo not drawn),0.5%,0.1%,-20.0%,-8.7%,i,11.4%,-1.4%,-4.9,3.0%
Cc1ccc(S(=O)(=O)NCCC(=O)NC(C)c2ccccc2)cc1 (stereo not drawn),4.7%,-0.6%,8.5%,11.2%,i,5.6%,2.2%,-0.3,5.2%
Cc1c(O)nc(SCC(=O)Nc2ccc3c4c(cccc24)CC3)n(-c2ccc(F)cc2)c1=O,1.5%,0.3%,-26.4%,?,i,-12.7%,-0.7%,-1.4,4.6%
COc1cc(/C=C/C2=CC(C)(C)NC(=S)N2)cc(OC)c1OC,-0.2%,?,-20.2%,-1.9%,i,42.5%[activator],-16.1%,-2.7,0.6%
O=C1N/C(=N\N=C\c2ccc3ncccc3c2)SC1Cc1ccc(SC(F)F)cc1 (stereo not drawn),?,4.3%,-16.8%,47.7%[activator],i,13.6%,-22.8%,-3.4,-8.8%
O=C(OCn1nnc2ccccc2c1=O)c1ccc(F)c(S(=O)(=O)N2CCOCC2)c1,.,0.0%,-12.4%,-9.4%,i,.,.,-1.5,4.2%
COc1ccccc1NC(=O)N1CC(=O)Nc2sc3c(c2C1c1ccccc1)CCCC3 (stereo not drawn),29.2%,0.1%,-20.9%,8.9%,.,.,3.0%,.,.
COc1ccc(NC(=O)CCCC(=O)c2ccccc2)cc1,-0.2%,-0.4%,0.8%,2.0%,i,.,4.5%,0.5,1.1%
CC(C)N(Cc1nccn1C)C(=O)C1CCC(=O)N(CCc2ccccc2)C1 (stereo not drawn),.,-0.7%,-30.0%,-22.8%,i,.,.,0.4,3.6%
O=C1[C@H]2[C@@H](C3CC3)N3C(=O)CN(CC4CC4)C(=O)[C@@]3(Cc3ccccc3)[C@H]2C(=O)N1c1ccccc1,6.5%,-0.3%,8.1%,4.6%,i,9.5%,-1.8%,0.0,-9.1%
CN(Cc1ccccc1)S(=O)(=O)c1ccccc1[N+](=O)[O-],?,-0.3%,2.4%,8.3%,i,-17.6%,-0.2%,1.5,11.8%
O=C(N/C(C(=O)N1CCOCC1)=C(\Sc1ncccn1)c1ccccc1)c1ccccc1,-3.3%,2.4%,5.2%,-9.3%,i,-3.8%,-2.1%,-0.2,-2.3%

# Only ATXN viability, Nrf2 ARE act and A549 viability (3 entries from above):
structure	ATXN viability	Nrf2 ARE act	A549 viability
CCc1ccc(CNC(=O)CN2C(=O)c3cccnc3Oc3ccc(Cl)cc32)cc1	.	3.9%	2.1%
O=C(OCn1nnc2ccccc2c1=O)c1ccc(F)c(S(=O)(=O)N2CCOCC2)c1	i	0.0%	.
Cc1ccc(S(=O)(=O)NCCC(=O)NC(C)c2ccccc2)cc1 (stereo not drawn)	i	-0.6%	2.2%

# (cont.)
Structure,Nrf2 block,Nrf2 ARE act,HepG2 viability,TGFb SMAD3 inh,ATXN viability,ATXN2 expr inh,A549 viability,IL2 activator,EPAC2 ag
C=CCNC(=O)C(=O)Nc1ccc2c(c1)N(S(=O)(=O)c1cccs1)CCC2,0.7%,0.2%,-27.0%,12.4%,i,-21.6%,-16.9%,-0.9,9.6%
COc1ccc(/C(C)=C(\C#N)C(=O)OC(C)C)cc1OC,0.1%,0.4%,9.8%,-2.9%,i,2.1%,-1.0%,4.5,5.2%
CC(Sc1oc(-c2ccco2)nc1S(=O)(=O)c1ccc(Br)cc1)c1ccccc1 (stereo not drawn),8.3%[9.27 µM],0.5%,-13.1%,-17.3%,i,-13.7%,10.1%,.,.
CS(=O)(=O)Nc1nnc(Cc2ccccc2)s1,7.6%,-0.5%,7.6%,?,i,5.0%,-0.7%,-0.2,9.1%
O=C(NCCc1ccccc1)C(=O)NCCC1CCCCN1S(=O)(=O)c1cccs1 (stereo not drawn),5.0%,0.2%,-22.7%,-6.9%,i,5.4%,9.9%,-0.5,3.9%
CCn1c(SCC(=O)Nc2ccc(OC)c(OC)c2)nnc1-c1ccco1,-14.2%,0.4%,-11.6%,-8.5%,i,.,15.8%,0.1,13.6%
Cc1cccc(Nc2nc(NC(C)C)nc(Oc3ccc(=O)n(C)n3)n2)c1,?,0.5%,-22.7%,28.8%,i,26.9%,-10.9%,-2.4,0.4%
O=C(Cn1cnc2c(nnn2Cc2ccccc2)c1=O)NCc1ccco1,17.5%,0.4%,5.6%,13.2%,i,12.8%,0.0%,-0.2,-3.5%
CCOc1ccc(NC(=O)Cn2cc(C(=O)c3ccc(CC)cc3)c(=O)c3cc4c(cc32)OCO4)cc1,5.9%,0.2%,-0.8%,-16.2%,i,11.2%,-8.6%,.,.
COc1cc(/C=C2\SC(=S)N(NS(=O)(=O)c3ccc(C)cc3)C2=O)ccc1O,3.9%,0.6%,-17.0%,15.0%,?,0.4%,-22.0%,-3.7,-5.7%
NC(=O)C1CCCN(CC(O)COCc2ccc(Cl)cc2)C1 (stereo not drawn),?,2.7%,-17.7%,-12.9%,i,.,2.9%,0.0,5.1%
CN(C)c1ccc(NC(=O)CN2CCc3ccccc3C2)cc1,?,0.7%,2.1%,34.5%[activator],i,46.0%[activator],1.3%,-0.2,3.6%
O=C1OCC(CO)(CO)N=C1NNc1cc(Cl)ccc1Cl,5.9%,-0.3%,-14.7%,1.5%,i,-0.4%,?,-1.1,11.3%
COc1cc(C(=O)NCC2(N(C)C)CCCCC2)ccc1OCc1ccccc1,1.4%,-0.2%,-25.1%,10.5%,i,-0.6%,-10.4%,-0.6,-20.7%
CNc1c([N+](=O)[O-])cnn1-c1ccccn1,?,-0.6%,5.4%,2.5%,?,-25.7%,-5.6%,0.0,-1.4%
CCn1nccc1C(=O)Nc1ccc(Cl)cn1,22.8%,2.3%,-79.8%,-1.5%,i,30.6%,0.4%,1.1,4.8%
N#C/C(=C(\O)c1cc(Cl)sc1Cl)c1nc2ccccc2[nH]1,-9.0%,?,-30.7%,?,i,-17.2%,0.4%,-3.6,3.2%
O=C(COc1ccccc1Br)Nc1ccc2c(c1)OCCCO2,?,4.8%,2.3%,-2.0%,i,76.1%[activator],0.9%,0.6,25.2%
CCc1nnc(NC(=O)CSc2nnc(Cc3ccccc3)o2)s1,-27.4%,0.2%,-13.3%,-2.4%,i,-10.1%,-1.2%,3.4,0.9%
CCc1nnc(NC(=O)CCC(=O)O)s1,8.6%,-0.2%,7.1%,3.8%,i,6.0%,-6.0%,-0.2,9.7%
CC(=O)c1cc(-c2ccc(F)cc2)n(CCC(=O)Nc2cccnc2)c1C,-1.2%,0.0%,-3.5%,0.9%,i,-1.3%,-2.2%,-2.0,-0.3%
O=C(CCC(=O)N(Cc1ccco1)C(C(=O)NC1CCCC1)c1ccncc1)Nc1cccnc1 (stereo not drawn),-6.3%,0.0%,-11.6%,-7.1%,i,2.7%,-0.3%,-3.3,4.8%
O=C(O)C1C2CCC(C2)C1C(=O)NCc1ccco1 (stereo not drawn),11.2%,1.1%,-23.9%,0.6%,i,-4.6%,8.0%,4.8,4.9%
